BaF3 parental – parental Ba/F3 viability inhibition as JAK2V617F counter-screen; 220,000 tested, 1.1% active; inhibition, % at 5.6 µM; AID 1486; CellTiter-Glo ATP luminescence;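 active means inhibition above a per-campaign cutoff, the mean inhibition of all tested compounds plus 3 SD, cut at about 27% in these data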;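 further: 0% = DMSO wells and 100% = JAK Inhibitor I control wells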
NPY-Y2 PAM-ag – potentiates or activates human NPY-Y2 receptor; 220,000 tested, 0.45% active; P49146; activation, % at 3.6 µM; cells expressing NPY-Y2, potentiator/agonist read-out; AID 1359; in the data active means activation above about 27%;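 further: cells stimulated with NPY near EC25 plus isoproterenol at EC100; 0% = vehicle plus submaximal agonist and 100% = vehicle plus saturating agonist; some results beyond the cut were filed as inactive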
Target sequence (P49146 whole entry, looked up): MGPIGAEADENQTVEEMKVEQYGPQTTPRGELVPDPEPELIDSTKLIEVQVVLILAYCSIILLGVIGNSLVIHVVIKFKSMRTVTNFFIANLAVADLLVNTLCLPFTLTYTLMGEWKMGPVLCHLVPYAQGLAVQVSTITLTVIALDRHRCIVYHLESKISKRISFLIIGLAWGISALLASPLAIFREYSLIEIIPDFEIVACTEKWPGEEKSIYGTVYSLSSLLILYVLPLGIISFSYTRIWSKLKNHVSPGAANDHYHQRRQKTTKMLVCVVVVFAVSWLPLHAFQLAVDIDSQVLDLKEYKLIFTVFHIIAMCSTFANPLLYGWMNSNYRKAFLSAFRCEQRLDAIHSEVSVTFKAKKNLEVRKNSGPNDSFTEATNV
PERK inhibitor – inhibitors of human PERK kinase | Q9NZJ5 | CHO PERK-DD fusion, SEAP luminescence translation reporter | inhibition, % at 5.6 µM | 220,000 tested, 0.17% active;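 active means inhibition above the mean inhibition of all tested compounds plus 3 SD, set separately per screening campaign, cut at about 2.9% in these data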;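 further: PERK kinase domain activated by AP20187 dimerizer at 100 nM; 0% = DMSO with dimerizer and 100% = rapamycin at 8.4 µM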
Wee1 degr inh – blocks degradation of human Wee1 kinase; P30291; HeLa Luc-Wee1K328M stability, luciferase luminescence; 100% = proteasome inhibitor MG132 effect; reporter increase, % at 5 µM; 220,000 tested, 1.2% active; AID 1321;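 active means activation above the mean of all tested compounds plus 3 SD, set per screening run, cut at about 8.8% in these data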;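 further: cells exposed to compound for 20 h before luminescence read; 0% = DMSO alone and 100% = MG132 at 30 µM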
eIF4E-4G inh – eIF4E/eIF4G interaction inhibition in translation initiation | P63073+Q04637 | TR-FRET eIF4E-eIF4GI(517-606) binding, 2 h | inhibition, % at 21.7 µM | 220,000 tested, 0.37% active;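 active means inhibition above about 30%, limit read from the data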;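 further: 0% = full FRET control wells and 100% = background wells lacking eIF4GI fragment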
S1P4 antagonist – antagonists of human S1P4 receptor; AID 1510; S1P4-expressing cells, antagonist mode, reporter read-out; inhibition, % at 4.98 µM; 220,000 tested, 0.26% active; O95977; in the data active means inhibition above about 29%;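 further: 0% = wells stimulated with agonist and 100% = vehicle wells without agonist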
Mdm2 ligase inh – blocks human Mdm2 ubiquitin ligase activity; Q00987; cell-based MDM2 ubiquitination luciferase reporter, 2 h; 0 = plate control, 100 = twice control, blank-subtracted; signal enhancement, % at 5 µM; 210,000 tested, 0.11% active;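 active means signal enhancement of 30% or more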;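 further: luminescence tracks abundance of the self-degrading MDM2-luciferase fusion protein; higher signal means inhibition of MDM2 E3 ligase activity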
Target sequence (Q00987 whole entry, looked up, the tested form may be a part): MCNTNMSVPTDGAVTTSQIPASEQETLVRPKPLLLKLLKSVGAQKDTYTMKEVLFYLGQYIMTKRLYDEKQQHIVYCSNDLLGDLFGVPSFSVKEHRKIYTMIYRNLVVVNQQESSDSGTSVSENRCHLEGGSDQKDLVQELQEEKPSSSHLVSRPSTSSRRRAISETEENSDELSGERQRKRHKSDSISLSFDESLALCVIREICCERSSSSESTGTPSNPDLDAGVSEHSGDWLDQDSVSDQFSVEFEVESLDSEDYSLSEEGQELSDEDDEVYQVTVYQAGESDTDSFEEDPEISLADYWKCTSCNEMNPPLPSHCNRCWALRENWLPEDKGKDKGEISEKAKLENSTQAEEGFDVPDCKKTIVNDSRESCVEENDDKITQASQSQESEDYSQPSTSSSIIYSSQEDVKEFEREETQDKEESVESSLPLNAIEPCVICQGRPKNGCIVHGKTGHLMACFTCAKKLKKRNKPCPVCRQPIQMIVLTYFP
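system = mammalian cells stably expressing self-ubiquitinating, self-degrading MDM2 E3–luciferase fusion | quantity = 2000 cells per well seeded | incubation = 4 h cell settling then 2 h compound exposure, 37 °C | signal = SteadyLite luminescence, 15 min reagent step | benchmarks = plate control and blank wells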
S1P4 agonist – activates the human S1P4 receptor | 220,000 tested, 0.35% active | O95977 | activation, % at 4.98 µM | S1P4-expressing cell line, agonist reporter assay; in the data active means activation above about 11%;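 further: 0% = DMSO vehicle and 100% = reference agonist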
Ba/F3 V617F tox – loss of viability in JAK2V617F-driven Ba/F3 cells | Ba/F3 EpoR-JAK2V617F viability, ATP luminescence | inhibition, % at 5.6 µM | 220,000 tested, 1.1% active | AID 1446;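 active means inhibition above the campaign mean plus 3 SD over all tested compounds, cut at about 24% in these data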;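 further: cytokine-independent growth of Ba/F3 cells driven by EpoR plus mutant JAK2; 0% = DMSO-treated cells and 100% = JAK inhibitor I control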
* marks the source's active call; other numbers are inactive results; x = no result given; [ ] = another dose, or the depositor's remark.

1: CN1\C(=C/C=C/C=C/C=[N+](C)C)C(C)(C)c2ccccc21
2: CC1(c2ccccc2)NC(=O)N(CC#N)C1=O (centres undefined)
3: COc1cccc(-c2nc(-c3ccc(NC(=O)c4ccncc4)cc3)no2)c1
4: CCN(c1ccccc1)S(=O)(=O)c1cc(C(=O)O)ccc1C
5: CC(=O)N1CCC2(CC1)C(C#N)=C(N)Oc1c2sc2nc(C)cc(C)c12
6: CCC1(CC)NC(=O)N(CC(=O)OCC(=O)Nc2sccc2C#N)C1=O

assay / compound	1	2	3	4	5	6
BaF3 parental	33*	6	1	-2	7	3
NPY-Y2 PAM-ag	-8	0	-14	2	7	-14
PERK inhibitor	0.5	0.7	-1.3	1.0	0.5	0.8
Wee1 degr inh	0	0	5	-3	4	0
eIF4E-4G inh	-20	-1	-4	5	12	3
S1P4 antagonist	-15	-20	-14	-3	-8	-2
Mdm2 ligase inh	-23	-7	-9	4	-6	-3
S1P4 agonist	2.7	0.7	1.6	1.1	-2.0	0.6
Ba/F3 V617F tox	38*	3	0	1	4	3

7: CC(C)(C#CC(O)(c1ccccc1)c1ccccc1)N1CCCC1
8: COc1ccc(N(C)C2=NS(=O)(=O)c3ccccc32)cc1
9: C/C(=N\NC(=O)c1ccoc1C)c1cccnc1
10: Cc1coc2cc3oc(=O)c(CCC(=O)O)c(C)c3cc12
11: O=C(NCc1cccnc1)c1cccc(-c2cc3ccccc3oc2=O)c1
12: COC(=O)c1scc(C)c1NS(=O)(=O)c1ccc(NC(C)=O)cc1

assay / compound	7	8	9	10	11	12
BaF3 parental	2	61*	10	-14	10	6
NPY-Y2 PAM-ag	-3	0	-2	-17	-25	8
PERK inhibitor	1.8	-0.2	0.9	1.3	0.1	1.3
Wee1 degr inh	0	3	5	6	0	3
eIF4E-4G inh	3	-5	-5	-4	8	1
S1P4 antagonist	2	-10	-9	-5	-16	-6
Mdm2 ligase inh	-8	-11	-13	x	-11	-9
S1P4 agonist	-0.1	0.2	0.5	0.1	-0.1	-0.2
Ba/F3 V617F tox	-4	50*	3	-1	6	2

Reformatted: entries from further up.
#	compound	BaF3 parental	NPY-Y2 PAM-ag	PERK inhibitor	Wee1 degr inh	eIF4E-4G inh	S1P4 antagonist	Mdm2 ligase inh	S1P4 agonist	Ba/F3 V617F tox
2	CC1(c2ccccc2)NC(=O)N(CC#N)C1=O (centres undefined)	6	0	0.7	0	-1	-20	-7	0.7	3
3	COc1cccc(-c2nc(-c3ccc(NC(=O)c4ccncc4)cc3)no2)c1	1	-14	-1.3	5	-4	-14	-9	1.6	0
4	CCN(c1ccccc1)S(=O)(=O)c1cc(C(=O)O)ccc1C	-2	2	1.0	-3	5	-3	4	1.1	1
5	CC(=O)N1CCC2(CC1)C(C#N)=C(N)Oc1c2sc2nc(C)cc(C)c12	7	7	0.5	4	12	-8	-6	-2.0	4
6	CCC1(CC)NC(=O)N(CC(=O)OCC(=O)Nc2sccc2C#N)C1=O	3	-14	0.8	0	3	-2	-3	0.6	3

(more compounds)
13: COc1cc(/C=C2\SC(=O)NC2=O)ccc1Oc1ccc([N+](=O)[O-])cn1
14: O=C(CCc1ccccc1)Nc1ccc(NC(=O)c2ccco2)nc1
15: CCn1c(C)[n+](Cc2ccccc2)c2ccc(C(=O)OC)cc21
16: COc1ccccc1CC(=O)Nc1cccc(F)c1
17: CC(=O)Nc1ccccc1P(=O)(c1ccccc1)c1ccccc1OC(C)=O (centres undefined)
18: CC(N=C1CC(C)(C)CC(=O)/C1=C(/O)CCCN1C(=O)c2ccccc2C1=O)C(=O)O (centres undefined)

assay / compound	13	14	15	16	17	18
BaF3 parental	2	2	37*	5	-5	2
NPY-Y2 PAM-ag	-11	0	0	-9	-8	-1
PERK inhibitor	-0.2	-0.4	-0.4	0.1	0.7	1.6
Wee1 degr inh	1	8	4	-1	1	-2
eIF4E-4G inh	-1	0	20	-2	-1	2
S1P4 antagonist	-1	4	3	3	-10	-1
Mdm2 ligase inh	-78	2	-12	-15	-55	-2
S1P4 agonist	1.2	2.3	-0.9	-0.6	0.3	-0.2
Ba/F3 V617F tox	2	-1	16	1	-1	-2

19: CCOc1nc(-c2ccc(C)cc2)ccc1-c1noc(-c2cccnc2)n1
20: O=C(NC1CCCCC1)C(c1ccncc1)N(Cc1ccccc1)C(=O)c1ccc(-c2ccccc2)[nH]1 (centres undefined)
21: Cc1noc(C)c1COC(=O)CCCNC(=O)c1ccc(Cl)cc1
22: Cc1cc(NC(=O)CN2CCCC2c2nc3ccccc3s2)no1 (centres undefined)
23: N/C(Cc1ccc(Cl)cc1Cl)=N\OC(=O)Cc1ccc(Cl)cc1
24: CCCn1c(SCC(=O)/C(C#N)=C(\C)N)n[nH]c1=O

assay / compound	19	20	21	22	23	24
BaF3 parental	1	1	3	6	3	-1
NPY-Y2 PAM-ag	8	-5	8	2	-15	10
PERK inhibitor	0.3	0.4	0.5	0.2	0.5	0.3
Wee1 degr inh	0	-1	-4	-2	-3	2
eIF4E-4G inh	-14[fluorescence artefact?]	-1[fluorescence artefact?]	0	2[fluorescence artefact?]	-6	-4[fluorescence artefact?]
S1P4 antagonist	-4	-9	-5	-3	-7	8
Mdm2 ligase inh	-3	-4	-4	5	-6	-7
S1P4 agonist	0.6	0.9	2.2	-0.7	-1.2	2.1
Ba/F3 V617F tox	0	-3	1	-2	-1	-6

25: Oc1ccc(-c2nc(-c3ccc(O)c(O)c3)cs2)cc1
26: COc1ccccc1N1N=C(c2cccs2)CC1c1ccccc1 (centres undefined)
27: Cn1c(=O)n(C)c2cc(/C=N/NC(=O)c3ccc(Cl)cc3Cl)ccc21
28: COc1ccc(NC(=S)NC(NC(=O)C(C)C)C(Cl)(Cl)Cl)c([N+](=O)[O-])c1 (centres undefined)
29: COC(=O)c1cc2oc(C)cc2n1CC(=O)N(C)c1ccccc1
30: COc1cc(/C=N/Nc2ncc(C(F)(F)F)cc2Cl)cc(OC)c1OC

assay / compound	25	26	27	28	29	30
BaF3 parental	81*	9	3	10	1	6
NPY-Y2 PAM-ag	7	10	-19	-4	-5	-3
PERK inhibitor	0.8	0.0	-0.2	0.4	-0.1	-0.3
Wee1 degr inh	6	1	-2	6	3	-2
eIF4E-4G inh	0	-34	-3[fluorescence artefact?]	5	2[fluorescence artefact?]	2[fluorescence artefact?]
S1P4 antagonist	4	18	18	9	-10	-9
Mdm2 ligase inh	-11	-2	-14	-6	5	-7
S1P4 agonist	0.4	7.1	1.3	-0.9	1.5	-1.5
Ba/F3 V617F tox	88*	0	2	2	-5	4

31: Cc1ccccc1-n1c(SCc2cccc(F)c2)nc2[nH]ncc2c1=O
32: CCOC(=O)c1cc2c(=O)n3ccccc3nc2n(Cc2ccco2)c1=NC(=O)c1ccccc1OC
33: CCOc1ccc(C(=O)Nc2c3c(nn2-c2cccc(Cl)c2)CS(=O)C3)cc1 (centres undefined)
34: Cc1ccc(/C=C/C(=O)Nc2ccc([N+](=O)[O-])c(NC(=O)/C=C/c3ccc(C)o3)c2)o1
35: CC(C)[C@H](NS(=O)(=O)c1ccc2c(c1)OCCO2)C(=O)OCC(=O)Nc1cc(Cl)ccc1Cl
36: CC(C)N(C(=O)CSc1nnnn1C1CCCC1)C(C)C

assay / compound	31	32	33	34	35	36
BaF3 parental	4	4	3	6	12	8
NPY-Y2 PAM-ag	-9	-9	-19	3	-4	9
PERK inhibitor	-0.8	1.0	-1.5	-0.3	-0.3	-1.1
Wee1 degr inh	-1	5	2	2	5	2
eIF4E-4G inh	-3	2	3	18	-7	13
S1P4 antagonist	-8	-4	-6	-16	-11	6
Mdm2 ligase inh	-4	-13	-1	24	-14	-7
S1P4 agonist	1.0	5.3	-1.3	0.5	0.0	0.3
Ba/F3 V617F tox	-2	2	4	1	5	0

37: COc1ccc(/C=C/C(=O)c2cc(Cl)cc(Cl)c2O)c(OC)c1
38: CCCCCOc1ccccc1C(=O)NCCC(=O)O
39: COc1ccc2nc(N(CCN(C)C)C(=O)/C=C/c3cccs3)sc2c1
40: O=c1c2cnn(-c3ccccc3)c2nc(-c2cccs2)n1-c1ccc(Cl)cc1
41: COC(=O)Nc1ccc(S(=O)(=O)N2CCC(Cc3ccccc3)CC2)cc1
42: CCNS(=O)(=O)c1ccc(CCC(=O)Nc2ccccc2C(=O)OC)cc1

assay / compound	37	38	39	40	41	42
BaF3 parental	1	3	13	1	0	3
NPY-Y2 PAM-ag	-17	-8	25	8	-18	-9
PERK inhibitor	0.6	0.9	-0.7	1.0	0.4	-0.9
Wee1 degr inh	1	-1	4	0	-1	-2
eIF4E-4G inh	3	0	-2	12	-11	-5
S1P4 antagonist	7	-14	-20	-7	-11	-9
Mdm2 ligase inh	6	7	5	-20	-7	-6
S1P4 agonist	0.8	-1.7	1.1	1.8	1.2	0.7
Ba/F3 V617F tox	1	-3	4	-3	-6	1

43: COc1ccc2nc(NC(=O)C3CCN(S(=O)(=O)c4cccnc4)CC3)sc2c1
44: O=C(CN1C(=O)C2C3C=CC(C4CC34)C2C1=O)OCC(=O)c1ccccc1 (centres undefined)
45: Cc1ccccc1N1CCN(C2=NC(=O)/C(=C/c3cn[nH]c3-c3ccccc3)S2)CC1
46: Cc1cccc(C2NC(c3cccc(C)c3)C([N+](=O)[O-])C(C)(C)C2[N+](=O)[O-])c1 (centres undefined)
47: Cc1ccc(SCC(=O)NC(=O)NCc2ccco2)c(C)c1
48: C=CCN1CN(S(=O)(=O)c2cccs2)c2nc3ccccc3nc21
49: O=C(NCCc1ccccc1)C1CCC(CNS(=O)(=O)c2cccs2)CC1 (centres undefined)
50: CC(C)COP(=O)(CNC(=O)CN1C(=O)c2ccccc2S1(=O)=O)OCC(C)C

assay / compound	43	44	45	46	47	48	49	50
BaF3 parental	-1	7	7	5	6	-2	2	4
NPY-Y2 PAM-ag	25	1	4	11	-13	-13	-3	6
PERK inhibitor	-1.4	0.7	1.4	1.3	0.3	-1.5	0.2	1.2
Wee1 degr inh	0	-1	-2	-2	-1	-2	1	-4
eIF4E-4G inh	4	-2	-4	5	3[fluorescence artefact?]	0	-3	4
S1P4 antagonist	10	5	-11	-3	7	20	-14	-1
Mdm2 ligase inh	-10	-4	4	-8	-21	-3	-14	7
S1P4 agonist	-1.0	0.0	0.5	-0.3	3.1	-2.7	-0.5	1.2
Ba/F3 V617F tox	-1	2	-2	-1	3	-4	-3	-1

Screening data (PubChem)
